MITF primary = human MITF inhibition, primary screen; AlphaScreen MITF homodimerization, bead proximity signal; AID 1259374; 650,000 compounds, 0.91% hits; O75030; inhibition, % at 2.6 µM; in the data active = inhibition above about 50%;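 note: 0% = vehicle wells with protein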
Target sequence (O75030 whole entry, looked up): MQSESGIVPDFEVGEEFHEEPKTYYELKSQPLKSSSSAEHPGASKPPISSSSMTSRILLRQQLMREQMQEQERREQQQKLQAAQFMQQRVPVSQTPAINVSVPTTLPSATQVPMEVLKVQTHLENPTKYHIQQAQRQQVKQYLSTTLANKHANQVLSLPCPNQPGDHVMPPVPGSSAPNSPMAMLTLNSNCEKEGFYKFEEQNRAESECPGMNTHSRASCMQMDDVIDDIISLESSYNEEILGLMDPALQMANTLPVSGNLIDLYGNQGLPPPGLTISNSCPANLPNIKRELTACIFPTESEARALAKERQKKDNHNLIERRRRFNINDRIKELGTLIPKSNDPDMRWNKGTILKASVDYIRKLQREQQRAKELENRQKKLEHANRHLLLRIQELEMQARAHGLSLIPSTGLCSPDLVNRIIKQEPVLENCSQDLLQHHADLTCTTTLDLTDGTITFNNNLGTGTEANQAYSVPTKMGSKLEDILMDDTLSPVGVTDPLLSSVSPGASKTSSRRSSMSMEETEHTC
TEAD-YAP block = TEAD-YAP interaction inhibition; 640,000 compounds, 1.4% hits; HEK-TIYL cells, TEAD-Gal4/YAP UAS-luciferase luminescence; inhibition, % at 9.12 µM; in the data active = inhibition above about 32%;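 note: 0% = median of test compound wells and 100% = reference inhibitor wells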
GPR151 ag = human GPR151 activation. PathHunter beta-arrestin GPR151 cells, luminescence. activation, % at 11.2 µM. 650,000 compounds, 1% hits. AID 1508602; in the data active = activation above about 4.9%;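 note: 0% = median of compound wells and 100% = cells with positive control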
Target sequence (Q8TDV0 whole entry, looked up): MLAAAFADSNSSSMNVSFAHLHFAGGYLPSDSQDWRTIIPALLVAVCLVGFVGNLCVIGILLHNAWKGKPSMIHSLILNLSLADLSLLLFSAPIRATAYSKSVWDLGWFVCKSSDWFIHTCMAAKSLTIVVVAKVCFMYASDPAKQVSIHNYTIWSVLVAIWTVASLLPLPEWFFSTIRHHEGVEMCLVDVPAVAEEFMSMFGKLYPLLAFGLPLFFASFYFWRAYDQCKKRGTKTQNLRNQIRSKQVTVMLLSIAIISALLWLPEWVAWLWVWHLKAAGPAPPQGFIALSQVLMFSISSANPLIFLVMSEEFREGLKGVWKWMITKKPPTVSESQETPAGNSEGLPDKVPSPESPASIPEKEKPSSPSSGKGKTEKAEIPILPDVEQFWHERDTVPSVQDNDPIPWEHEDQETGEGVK
FBW7 activator = human FBW7 E3 ligase activation, primary screen. Q969H0. AlphaScreen FBW7–phospho-cyclin E peptide binding, activator screen. normalized activity (activation), % at 26.1 µM. 650,000 compounds, 0.13% hits. AID 1259310; in the data active = normalized activity above about 1.9%;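 note: purified mutant Fbw7 with reduced substrate affinity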
Starred values were filed as active, the others as inactive; & = joins results of further samples.

| Compound | MITF primary | TEAD-YAP block | GPR151 ag | FBW7 activator |
| --- | --- | --- | --- | --- |
| CC(C)(C)c1nnc2sc(SCC(=O)Nc3ccccc3)nn2c1=O | 3 | -32 | 0.2 | -0.1 |
| Cc1ccc(C(=O)COc2ccccc2N2C(=O)C3C4C=CC(C4)C3C2=O)cc1C (stereo not drawn) | 17 | 0 | -0.8 | 0.4 |
| COC(=O)/C=C/S(=O)(=O)c1ccc(NC(C)=O)cc1 | 4 | 9 | -1.0 | 0.5 |
| CCC(c1nnnn1C(C)(C)C)N1CCN(c2ccccc2F)CC1 (stereo not drawn) | 6 | 8 | 1.7 | 0.3 |
| O=C(Nc1nnc(SCc2ccccc2)s1)c1cccs1 | 10 | -16 | 0.9 | 0.1 |
| COc1ccc(N2C(=O)c3cccnc3C2Nc2ccc(OC)cc2OC)cc1 (stereo not drawn) | 1 | -2 | -0.3 | -0.2 |
| CN(C)c1ccc(C(=O)Nc2nc3c(ccc4ccccc43)s2)cc1 | 15 | -3 | 0.8 | 0.2 |
| COCc1nnc(NC(=O)c2ccccc2Br)s1 | -2 | -35 | -0.3 | -0.2 |
| CC(C)c1ccc2oc(-c3ccc(Cl)c(NC(=O)c4ccccc4)c3)nc2c1 | 10 | 10 | -0.1 | 0.5 |
| COc1ccc(N/C=C\C(=O)c2ccc(C)cc2)cc1OC | 7 | -48 | 4.9 | -0.1 |
| Cc1ccc(Cn2nnc3c(=O)[nH]c(C4CCCN(C(=O)C(C)(C)C)C4)nc32)cc1 (stereo not drawn) | 67* | 3 | -1.1 | 0.1 |
| O=C(NCc1nc2ccccc2[nH]1)c1cncc(-c2cccs2)c1 | -3 | -6 | 1.1 | -0.1 |
| Oc1ccc(-c2cn3ccsc3n2)cc1 | 12 | 73* | -1.8 | 0.1 |
| CCOC(=O)C1CCN(c2ccnc(Nc3ccc(-n4cnc(C)n4)cc3)n2)CC1 | 4 | -6 | 0.3 | -0.1 |
| O=C(NC1CCCc2ccccc21)c1ccc(CN2CCOCC2)[nH]c1=O (stereo not drawn) | 4 | 15 | -0.8 | 0.0 |
| O=C(Cc1ccccc1)N1CC[C@H]2[C@H](CCCN2C(=O)[C@H]2C[C@@H]3C=C[C@H]2C3)C1 | 8 | 12 | -0.1 | 0.0 |
| Nc1ccnc(-c2ccc(C(=O)NC3CC3)cc2)n1 | -1 | -6 | 2.9 | -0.1 |
| O=C(CSC1CC(=O)N(c2ccc(F)cc2)C1=O)Nc1cccc(F)c1 (stereo not drawn) | 5 | -3 | 0.0 | 0.1 |
| CCc1ccc(NC(=O)N[C@H]2C[C@H]3C(=O)N4CCC[C@H]4C(=O)N3C2)cc1 | 4 | -4 | 0.6 | -0.1 |
| CCCOC(=O)C[n+]1cn(CC)c2ccccc21 | -12 | 5 | 1.0 | -0.1 |
| Clc1cccc(N2CCN(Cc3cccs3)CC2)c1 | 39 | 2 | 1.9 | 0.1 |
| S=C(Nc1ccccc1)N1CCSCC1 | -7 | 3 | -0.8 | 0.3 |
| CCOC(=O)C1=C(O)/C(=C/c2ccc(Cl)cc2)SC1=Nc1cccc2ccccc12 | -2 | -5 | -0.8 | 0.3 |
| CSCC[C@H](NC(=O)Cn1[nH]c(=O)c2ccccc2c1=O)c1nc2ccccc2[nH]1 | -1 | -1 | 0.1 | 0.0 |
| O=C(NCC1(N2CCOCC2)CCCCCC1)c1cc(COc2c(F)cccc2F)on1 | -12 | -82 | -1.3 | 0.0 |
| CCCCn1c(=O)c2c(nc3n2CC(C)CN3C2CCCCC2)n(C)c1=O (stereo not drawn) | 0 | -11 | -1.0 | -0.1 |
| CCCN(Cc1ccc(C(=O)NC2CCC(O)CC2)c(=O)[nH]1)CC1CC1 (stereo not drawn) | -10 | -13 | 2.4 | 0.1 |
| CCCCN(C(=O)C12CC3CC(CC(Cl)(C3)C1)C2)c1c(N)n(CCC)c(=O)[nH]c1=O | 0 | 4 | 0.3 | -0.1 |
| CC1CN/C(=C/C(=O)c2cccs2)C(=O)N1 (stereo not drawn) | -3 | -57 | 0.1 | 0.0 |
| COc1cc(-c2nc(C)cnc2C)cc2c1OCCN(Cc1c(F)cccc1F)C2 | -2 | -5 | -1.0 | 0.3 |
| CCOC(=O)CSc1ccc2nnc(CCNS(=O)(=O)c3ccc(C)cc3)n2n1 | -5 | -4 | -0.5 | 0.0 |
| COc1ccc(CCn2c(-c3ccc([N+](=O)[O-])cc3)csc2=Nc2cccc(C(F)(F)F)c2)cc1OC | 15 | -4 | 0.3 | -0.3 |
| Cc1ccc(Oc2nc(-c3ccc(Cl)cc3)cc(C(F)(F)F)n2)cc1 | -2 | 8 | 0.1 | 0.2 |
| CCOC(=O)C1=CN(Cc2ccc(OC)cc2)C=C(C(=O)OCC)C1c1ccc(OC)c(O)c1 | -9 | 5 | 1.6 | -0.1 |
| COc1cccc(NC(=O)CSC2=Nc3ccccc3C3=NC(Cc4c[nH]c5ccccc45)C(=O)N23)c1 (stereo not drawn) | -8 | 5 | -3.0 | -0.1 |
| COc1ccc2nc(N3CCC(NCC4CCOCC4)CC3)nc(C)c2c1 | 9 | 7 | 0.1 | 0.7 |
| CC(=O)Nc1nc2ccccc2n1CCCN(C)C | -1 | 4 | -1.0 | 0.0 |
| CN(Cc1ccc(C(=O)NCc2ccsc2)c(=O)[nH]1)CC(O)c1ccccc1 (stereo not drawn) | -5 | -7 | -0.3 | -0.1 |
| O=C1c2cccc([N+](=O)[O-])c2C(=O)N1c1cc(Cl)ccc1O | 18 | 2 | 0.6 | 0.8 |
| CC(C)[C@@H]1NC(=O)[C@@H]2C[C@H](NCc3ccc(Cl)cc3)CN2C1=O | 2 | 0 | -0.1 | 0.0 |
| CC1(C)OC(=O)C(Cl)(CC(=O)c2ccc(Br)cc2)C(=O)O1 | -7 | 4 | -1.2 | -0.1 |
| C/C(=N\NC(=O)c1cccs1)C1=C(O)CC(C)(C)CC1=O | -4 | -34 | 1.8 | -0.1 |
| O=C(Cc1ccc(F)cc1)NCCc1ccccc1 | 2 | -6 | 1.4 | 0.2 |
| O=C(/C=C/c1ccc(Br)cc1)CN1C(=O)c2ccccc2C1=O | -18 | 2 | 0.3 | 0.0 |
| N#CC1=C2C=CC=CN2C(c2ccccc2)(C(F)(F)F)NC1=O (stereo not drawn) | 3 | -5 | -0.8 | -0.1 |
| O=C(CNc1cccc(Br)c1)N/N=C/c1cc([N+](=O)[O-])ccc1O | 2 | 18 | 0.6 | 0.2 |
| CC(C)Nc1nc(SCC(N)=O)nc(N2CCOCC2)n1 | -5 | 2 | -0.3 | -0.3 |
| CCOC(=O)C1=NN(c2ccccc2)C2C(=O)N(c3ccccc3)C(=O)C12 (stereo not drawn) | -2 | -4 | -1.6 | -0.1 |
| N#Cc1ccc(NC(=O)C2CCC(C(=O)Nc3ccc(C#N)cc3)CC2)cc1 (stereo not drawn) | 4 | -3 | -1.4 | 0.5 |
| COc1ccc(C2C3C(=O)N(c4ccc(OC)cc4)C(=O)C3ON2c2ccccc2)cc1 (stereo not drawn) | -7 | -2 | -0.7 | -0.1 |
| Cc1ccc(C(=O)COC(=O)/C=C/c2ccccc2)cc1 | -1 | 6 | -0.7 | 0.0 |
| COC(=O)c1ccccc1NC(=O)CSc1n[nH]c(N)n1 | 8 | 3 | -0.1 | -0.2 |
| O=C(CN1CCN(c2ccccc2)CC1)c1ccc2cc[nH]c2c1 | 3 | 8 | -0.3 | -0.1 |
| COc1ccc(-c2csc(NC(=O)c3ccc(S(=O)(=O)N4CCc5ccccc5C4)cc3)n2)c(OC)c1 | 0 | 25 | -0.7 | 0.3 |
| Cc1occc1C(=O)Nc1ccc(S(N)(=O)=O)cc1 | 4 | -8 | 0.4 | 0.1 |
| C=CCN1C(=O)C2C(C(=O)NC3CCCC3)C3C=CC2(O3)C1C(=O)NC1CCCCC1 (stereo not drawn) | -6 | -2 | -0.6 | -0.1 |
| COC(=O)CNC(=O)c1ccccc1[N+](=O)[O-] | -4 | 7 | -0.6 | -0.1 |
| CC(C)NC(=O)c1ccc(N(Cc2ccccc2)S(C)(=O)=O)cc1 | -10 | -9 | 0.2 | -0.2 |
| COc1ccccc1N=Nc1c(C)noc1C | -24 | -13 | -0.3 | 0.0 |
| CN(C)/C=C1\C(=O)N(c2ccc(F)cc2F)C(c2cccnc2)S1(=O)=O (stereo not drawn) | -13 | 8 | 0.8 | -0.3 |

Reformatted as labelled records: entries from further up.
O=C(/C=C/c1ccc(Br)cc1)CN1C(=O)c2ccccc2C1=O
  MITF primary: -18 | TEAD-YAP block: 2 | GPR151 ag: 0.3 | FBW7 activator: 0.0
N#CC1=C2C=CC=CN2C(c2ccccc2)(C(F)(F)F)NC1=O (stereo not drawn)
  MITF primary: 3 | TEAD-YAP block: -5 | GPR151 ag: -0.8 | FBW7 activator: -0.1
O=C(CNc1cccc(Br)c1)N/N=C/c1cc([N+](=O)[O-])ccc1O
  MITF primary: 2 | TEAD-YAP block: 18 | GPR151 ag: 0.6 | FBW7 activator: 0.2
CC(C)Nc1nc(SCC(N)=O)nc(N2CCOCC2)n1
  MITF primary: -5 | TEAD-YAP block: 2 | GPR151 ag: -0.3 | FBW7 activator: -0.3

Next section:
Each structure is followed by: MITF primary, TEAD-YAP block, GPR151 ag, FBW7 activator
O=C1OC(c2cccs2)=N/C1=C\c1cc2c(cc1[N+](=O)[O-])OCO2
  -3, -1, 0.7, 0.0
COc1cc(-c2nc(N3CCC(C)CC3)c3ccccc3n2)cc(OC)c1OC
  -2, -1, 0.7, -0.1
O=C(OCc1nnc(-c2ccccc2)o1)c1cc(Cl)ccc1[N+](=O)[O-]
  12, -6, -0.3, 0.3
O=c1cc[nH]cc1-c1ccc(Cl)cc1
  4, 3, -0.2, 0.0
COc1ccc(NC(=O)c2oc3ccccc3c2NC(=O)c2ccc(OC)c(OC)c2)cc1
  4, -1, -0.5, -0.1
CCCOC(=O)C1=C(C)NC2=C(C(=O)CC(c3ccccc3)C2)C1c1cccnc1 (stereo not drawn)
  -1&31, 25&18, 0.8&2.1, 0.3&0.1
CCOC(=O)CCn1c(=O)c2c(nc3n(-c4ccc(F)cc4)c(C)c(C)n23)n(C)c1=O
  13, -3, 0.5, 0.0
Cc1c(C(=O)N(C)C2CCCCC2)sc2ncnc(N3CCc4ccccc4C3)c12
  1, -5, -1.5, -0.2
O=[N+]([O-])c1cc2c(cc1I)OCO2
  -2, 2, 0.2, -0.1
O=C(c1ccc2ccccc2c1)C1CCCN(C(=O)CCc2cn[nH]c2)C1 (stereo not drawn)
  -4, -1, -0.5, 0.1
COc1ccc(OC)c(C2=N/C(=C\c3ccc(F)cc3)C(=O)O2)c1
  6, 1, 1.3, -0.1
CC1CCN(Cc2nnnn2CC(=O)N(C)C(C)c2ccccn2)CC1 (stereo not drawn)
  -1, 5, 2.1, 0.0
COc1ccc(NC(=O)Cc2ccccc2OC)c(OC)c1
  -8, -4, -0.8, 0.1
O=C1C2C3C=CC(C3)C2C(=O)N1c1ccc(N2CCC(O)CC2)c([N+](=O)[O-])c1 (stereo not drawn)
  2, -1, -0.3, 0.2
COCCCNS(=O)(=O)c1cc(Br)cc2c1N(C(=O)C1CC1)CC2
  8, 0, -0.4, 0.1

As entered above.
Under GPR151 ag, CCOC(=O)CCn1c(=O)c2c(nc3n(-c4ccc(F)cc4)c(C)c(C)n23)n(C)c1=O has the entry 0.5
Under FBW7 activator, CCCOC(=O)C1=C(C)NC2=C(C(=O)CC(c3ccccc3)C2)C1c1cccnc1 (stereo not drawn) has the entry 0.3&0.1
Under FBW7 activator, O=C(OCc1nnc(-c2ccccc2)o1)c1cc(Cl)ccc1[N+](=O)[O-] has the entry 0.3

Additional entries
Each structure is followed by: MITF primary, TEAD-YAP block, GPR151 ag, FBW7 activator
COc1ccc(CNC(=O)NCC2(CO)CC2)cc1OC
  0, 2, 0.9, 0.1
CCOC(=O)c1c(NC(=O)C(C)Sc2nnc(CNC(=O)c3cccs3)n2C2CCCCC2)sc2c1CCCCC2 (stereo not drawn)
  0, 12, -0.5, -0.2
CCOC(=O)c1cnc2ccc(OC)cc2c1Nc1ccc(OC)cc1
  22, 8, 0.5, -0.1
Cc1cnc(-c2ccc(C(=O)N3CCN(C)CC3)cc2)nc1Nc1ccccc1
  4, 2, -0.9, 0.1
CCOC(=O)c1cc(CC)sc1NC(=O)CC1Nc2ccccc2NC1=O (stereo not drawn)
  4, 7, -0.8, -0.2
COc1ccc(NC(=O)CN(C)S(=O)(=O)c2ccccc2)cc1
  9, -6, 0.8, 0.3
Cc1ccc2cc(-c3cccs3)[nH]c2c1
  -8, -50, -0.8, 0.1
CC1=C(C(=O)OC2CCCCCC2)C(c2ccc([N+](=O)[O-])cc2)NC(=O)N1 (stereo not drawn)
  8, -10, 0.1, 0.1
CC1(C)Cc2c(sc3nc(NN)[nH]c(=O)c23)CO1
  -9, -5, -0.1, -0.2
COc1ncc(-c2ccc3[nH]ncc3c2)cc1C(=O)NCC(O)c1ccc(Cl)cc1 (stereo not drawn)
  4, -5, 1.6, 0.0
Cc1cccc(-n2nc([N+](=O)[O-])c(=NC3CCN(Cc4ccccc4)CC3)n2O)c1
  7, -4, -1.1, -0.4
OCCC1CN(Cc2cccc(F)c2)CCN1C1CCCCC1 (stereo not drawn)
  9, 3, -1.4, -0.1
Cc1ccnc(SCc2cc(=O)c(OC(=O)c3ccc(-c4ccccc4)cc3)co2)n1
  7, 2, -1.1, 0.3
CCOC(=O)c1sc2nc(SCc3cc(F)cc4c3OCOC4)n(Cc3ccccn3)c(=O)c2c1C
  5, 2, 1.5, -0.2
O=[N+]([O-])c1cc(S(=O)(=O)NCc2ccccc2)ccc1N1CCCCC1
  7, 12, -0.3, 0.6
O=S(=O)(c1cccc(-c2nnc(SCCc3ccccc3)o2)c1)N1CCOCC1
  14, 4, 0.5, 0.1
Nc1nc(Nc2ccncn2)nc2nc[nH]c12
  7, -7, -1.1, -0.1

Screens from PubChem.
